Screens (PubChem)
MC4R barr agon: MC4R agonists recruiting beta-arrestin, primary screen, cell-based, luminescence, agonist arm of biased-ligand search; Melanocortin receptor 4 (Homo sapiens), P32245; U2OS MC4R beta-arrestin complementation; percent of melanotan II response, DMSO zero; activation, % at 8.9 µM; actives 0.98% (n = 360,000); AID 540308, 2011;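 active means activation above a per-plate cutoff, the mean activation of sample wells on that plate plus 3 SD, cut at about 8% in these data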
N-glyco inh: increase of ERlucT glycosylation luciferase signal, primary screen, N-linked glycosylation inhibitor project, D54 ERlucT cells, luminescence, set 2. actives 0.23% (n = 360,000). AID 588692, 2011. reporter increase, % at 12.5 µM. D54 ERlucT glycosylation luciferase reporter, 24 h; percent of 100 nM tunicamycin response;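 active means mean luciferase reporter signal, scaled so untreated is 0 and the glycosylation-blocking control 100, at or above a set limit in every replicate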;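 further: luciferase carries N-glycosylation sites so blocking glycosylation raises the light; 0% = median of neutral control wells and 100% = median of 100 nM tunicamycin wells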
ABCB6 inh MLPCN: ABCB6 transporter inhibitors, primary screen, K562-ABCB6 cells, flow cytometry, MLPCN library; ATP-binding cassette sub-family B member 6 (Homo sapiens), Q9NP58; K562-ABCB6 porphyrin accumulation, 1 h; stronger effect = lower value; fluorescence ratio to DMSO, % at 10 µM; actives 0.19% (n = 360,000); AID 602162, 2011;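 active means fluorescence ratio to DMSO below 75%, the collection mean minus 3 SD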;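 further: signal is porphyrin accumulated inside mitochondria; 100% equals median channel fluorescence of DMSO control wells; lower ratio means ABCB6 inhibition with less porphyrin fluorescence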
Target sequence (Q9NP58 whole entry, looked up): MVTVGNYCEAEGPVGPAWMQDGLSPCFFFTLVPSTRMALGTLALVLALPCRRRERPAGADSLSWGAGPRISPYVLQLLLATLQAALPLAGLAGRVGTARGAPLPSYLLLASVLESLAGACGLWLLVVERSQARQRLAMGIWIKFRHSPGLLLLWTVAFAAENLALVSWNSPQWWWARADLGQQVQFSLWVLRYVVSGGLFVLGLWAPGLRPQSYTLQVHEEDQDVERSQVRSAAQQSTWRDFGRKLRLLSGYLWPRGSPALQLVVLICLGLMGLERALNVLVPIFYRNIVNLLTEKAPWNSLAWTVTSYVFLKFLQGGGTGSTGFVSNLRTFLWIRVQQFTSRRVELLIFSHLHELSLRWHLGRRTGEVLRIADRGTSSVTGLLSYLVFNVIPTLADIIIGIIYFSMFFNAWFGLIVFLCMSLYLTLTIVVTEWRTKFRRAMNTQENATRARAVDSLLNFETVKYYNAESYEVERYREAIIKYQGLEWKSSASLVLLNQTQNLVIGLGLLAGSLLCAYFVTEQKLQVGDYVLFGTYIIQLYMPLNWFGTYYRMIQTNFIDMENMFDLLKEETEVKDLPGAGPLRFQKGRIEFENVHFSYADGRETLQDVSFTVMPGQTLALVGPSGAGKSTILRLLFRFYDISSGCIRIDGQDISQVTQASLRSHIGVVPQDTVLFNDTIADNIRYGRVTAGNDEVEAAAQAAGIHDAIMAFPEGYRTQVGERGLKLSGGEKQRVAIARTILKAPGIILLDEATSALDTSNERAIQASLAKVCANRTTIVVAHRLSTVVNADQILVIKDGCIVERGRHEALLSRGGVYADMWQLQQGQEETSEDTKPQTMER
Exocytosis inh: LAMP-1 surface exposure blockers, TALL-104 cells – cell-based, flow cytometry, MLPCN library, primary screen. TALL-104 LAMP-1 surface exposure; cells stimulated with thapsigargin and PMA. inhibition, % at 10 µM. actives 0.66% (n = 360,000);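 active means inhibition above about 55%, limit read from the data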
H9c2 protect: cardioprotection against H2O2-induced cell death, primary screen, uHTS, H9c2 cells, ATPLite luminescence. H9c2 cardiomyocytes, H2O2 injury protection, 2 h. protection from H2O2 cell death, % at 20 µM. actives 0.63% (n = 360,000);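 active means compounds giving at least 50% protection of heart cells from peroxide-induced death in the single-dose screen, raw or plate-pattern-corrected value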;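 further: 0% = DMSO wells with peroxide and 100% = DMSO wells without peroxide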
MC4R antag cAMP: MC4R antagonists of cAMP signaling, primary screen, cell-based, TR-FRET, antagonist arm of biased-ligand search; Melanocortin receptor 4 (Homo sapiens), P32245; MC4R-expressing cells, MTII-stimulated cAMP, LANCE TR-FRET; inhibition, % at 6.5 µM; actives 0.48% (n = 360,000);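 active means inhibition above its plate's cutoff, the mean of tested wells on that plate plus 3 SD, cut at about 29% in these data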;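 further: 0% = Melanotan II alone and 100% = Melanotan II plus saturating MCL0020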
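System – human MC4R-expressing U2OS cells · Also added – Melanotan II · Dosing – one concentration, 6.5 µM nominal · Timing – 30-min compound, 1-h challenge, 1-h detection, room temperature · Measured by – Eu-cAMP/anti-cAMP TR-FRET, emission 671 nm · Replicates – singlicate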
HTR2A ag: mouse Htr2a agonists via beta-arrestin recruitment, primary screen, cell-based, luminescence | CHO-K1 mHTR2A beta-arrestin complementation; percent of 30 µM serotonin response | actives 0.66% (n = 360,000) | activation, % at 7.6 µM | 5-hydroxytryptamine receptor 2A (Mus musculus), P35363;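 active means activation above a run cutoff, the mean activation of all tested compounds plus 3 SD, cut at about 14% in these data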;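 further: 0% = plate median of compound wells and 100% = 30 µM serotonin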
iPSC survival up: enhancers of single-cell hiPSC survival, primary screen, ATPlite luminescence; 100% = ROCK inhibitor wells, 0% = DMSO; survival enhancement, % at 20 µM; actives 0.044% (n = 360,000); in the data active means survival enhancement above about 18%;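 further: cells exposed to compounds for 16 hours before the ATP read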
aDG glyco up: activators of alpha-DG glycosylation, primary screen, uHTS, Pro5-aDG cells, AlphaScreen; alpha-DG glycosylation AlphaScreen (IIH6); 0% Pro5, 100% B10-LARGE cell signal; activation, % at 10 µM; actives 0.22% (n = 360,000); AID 624168, 2012;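 active means activation of at least 8% versus controls, or a plate z-score of at least 8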;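 further: Pro5 are CHO cells carrying HIG-tagged alpha-DG that lacks glycosylation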
ABHD5 PLIN5 PPI: ABHD5-PLIN5 interaction inhibitors, primary screen, cell lysate, split luciferase complementation, luminescence. actives 0.78% (n = 360,000). AID 602281, 2012. Split G. princeps luciferase complementation, 4 h. inhibition, % at 4 µM;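 active means inhibition above the mean inhibition across every tested compound plus 3 SD, cut at about 22% in these data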;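 further: 0% = DMSO only wells and the 100% control is not disclosed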
Numbers without * were called inactive.

SMILES | MC4R barr agon | N-glyco inh | ABCB6 inh MLPCN | Exocytosis inh | H9c2 protect | MC4R antag cAMP | HTR2A ag | iPSC survival up | aDG glyco up | ABHD5 PLIN5 PPI
CCOC(CN=c1nc(N(C)C)ss1)OCC | -2.8 | 4 | 98 | 12 | -16 | -1 | -23 | -0.4 | 0.1 | 81*
CO/N=C(\c1nonc1N)N1CCN(c2ccc([N+](=O)[O-])cc2Cl)CC1 | -0.9 | -6 | 99 | -4 | -11 | 9 | 4 | -2.2 | 0.3 | 0
OCCOc1ccc(C2=NCCO2)cc1 | 0.9 | -1 | 98 | -4 | 0 | -3 | -1 | -1.0 | 0.0 | -1
CC(=O)Nc1sc(C)c(C)c1CN1CCN(S(=O)(=O)c2ccccc2)CC1 | -3.3 | -2 | 103 | -1 | -2 | 10 | -1 | 1.5 | 0.0 | 2
CCCNc1nc(OCC(F)(F)F)nc(OCC(F)(F)F)n1 | 0.7 | 2 | 104 | 0 | -4 | 0 | 5 | 0.1 | -0.1 | 1
COc1ccc(OC)c2sc(NC(=O)CCSc3ccccc3)nc12 | 11* | 3 | 96 | -1 | -6 | 0 | 3 | 2.1 | -0.2 | -9
CCCCNC(=O)c1ccc(Cc2cn(C)c3ccccc23)nc1 | -0.5 | 1 | 99 | -2 | 6 | 1 | 5 | -0.7 | 0.1 | -1
CCN/N=C(\Cc1nc2ccccc2[nH]1)c1ccccc1 | -0.2 | 3 | 95 | 2 | 7 | 6 | 2 | -0.9 | 0.0 | -2
C/C=C/c1ccc(OCC(O)CNCC(c2ccc(OC)cc2)N(C)C)c(OC)c1 (stereo unspecified) | -1.7 | 1 | 100 | 44 | 0 | 1 | -9 | 0.3 | 0.3 | 9
CCOC(=O)Cn1c(C(C)=O)nc2ccccc21 | -0.7 | 3 | 100 | 1 | -2 | 8 | 1 | -1.9 | -0.3 | 7

The list goes on; the last 2 above are carried over.
SMILES | MC4R barr agon | N-glyco inh | ABCB6 inh MLPCN | Exocytosis inh | H9c2 protect | MC4R antag cAMP | HTR2A ag | iPSC survival up | aDG glyco up | ABHD5 PLIN5 PPI
C/C=C/c1ccc(OCC(O)CNCC(c2ccc(OC)cc2)N(C)C)c(OC)c1 (stereo unspecified) | -1.7 | 1 | 100 | 44 | 0 | 1 | -9 | 0.3 | 0.3 | 9
CCOC(=O)Cn1c(C(C)=O)nc2ccccc21 | -0.7 | 3 | 100 | 1 | -2 | 8 | 1 | -1.9 | -0.3 | 7
Cc1oc(-c2ccc3c(c2)OCCO3)cc1C(=O)NC(CCC(=O)O)C(=O)O (stereo unspecified) | -1.1 | 1 | 102 | 1 | -2 | 11 | 5 | -0.4 | -0.2 | 9
Cc1c(-n2c(SCC(N)=O)nc3ccccc3c2=O)c(=O)n(-c2ccccc2)n1C | -0.4 | 0 | 98 | -4 | 7 | 12 | -1 | 1.4 | 0.4 | 0
O=C1c2cccc3cccc(c23)C(=O)N1CCCSc1ncn[nH]1 | -2.1 | 0 | 96 | -1 | 6 | 7 | -1 | 0.3 | 0.2 | 2
CCN(CC)S(=O)(=O)c1ccc(Cl)c(NC(=O)COC(=O)c2cccn2C)c1 | 0.2 | -5 | 93 | 1 | -11 | 4 | -5 | -0.5 | 0.3 | 2
COc1ccc(C(N)c2csc(Nc3ncccn3)n2)cc1 (stereo unspecified) | -0.6 | -2 | 107 | -6 | 6 | -5 | 2 | -1.8 | -0.2 | 9
Cc1ccc(S(=O)(=O)Nc2ccc(N3CCCCC3)cc2)cc1 | 2.5 | -2 | 100 | -1 | -11 | -10 | 1 | -1.5 | -0.5 | 6
CCCCOC(=O)CSc1nc(N)c(C#N)c(-c2ccc(OC)cc2)c1C#N | 6.4 | 3 | 104 | -3 | -20 | 10 | -3 | 1.6 | -0.2 | 1
CC(=O)/C(=N\Nc1ccccc1Cl)Sc1nnc(-c2ccccc2)n1-c1ccccc1 | -2.1 | -2 | 97 | -4 | 0 | 1 | -1 | -1.2 | 0.3 | 5
Cc1cc(C)nc(N/N=C/c2ccco2)n1 | -0.4 | 1 | 102 | 0 | 2 | -7 | 2 | -0.8 | -0.2 | 1
CC(C)CC(OC(=O)c1nsc(Cl)c1Cl)C(=O)NCc1cccs1 (stereo unspecified) | -0.3 | 2 | 78 | 0 | 0 | 5 | 2 | 8.2 | -0.2 | 5

Looked up above:
Cc1c(-n2c(SCC(N)=O)nc3ccccc3c2=O)c(=O)n(-c2ccccc2)n1C in iPSC survival up: 1.4
CC(=O)/C(=N\Nc1ccccc1Cl)Sc1nnc(-c2ccccc2)n1-c1ccccc1 in MC4R barr agon: -2.1

Next part.
SMILES | MC4R barr agon | N-glyco inh | ABCB6 inh MLPCN | Exocytosis inh | H9c2 protect | MC4R antag cAMP | HTR2A ag | iPSC survival up | aDG glyco up | ABHD5 PLIN5 PPI
O=C(Nc1ccc2c(c1)OCO2)c1cc(C2CCCCN2C(=O)OCCF)on1 (stereo unspecified) | -0.6 | 4 | 102 | -1 | 5 | 1 | 0 | -0.2 | 0.0 | 1
COc1cc(CCC(=O)OCC(=O)Nc2ccccc2OC(F)F)cc(OC)c1OC | -0.6 | 3 | 106 | -1 | -5 | 20 | 1 | 3.7 | -0.3 | 3
CCN(CC(=O)Nc1ccccc1C(F)(F)F)C(=O)c1cccc(N2C(=O)CCC2=O)c1 | -0.9 | 1 | 102 | -1 | 0 | -1 | -1 | -0.3 | -0.3 | 1
O=C(Nc1ccc(F)cc1F)c1c(C(F)(F)F)ccnc1Oc1ccccc1 | 2.5 | 2 | 93 | -4 | 0 | 1 | -3 | 0.2 | 0.0 | -1
Cn1c2c(c3ccccc31)CCN(CCCCN1CCN(c3ccccc3)CC1)C2=O | 3.0 | 1 | 89 | 5 | -2 | 3 | 21* | 3.0 | 0.2 | 3
Cc1cc([N+](=O)[O-])c(NCCCCCCO)c([N+](=O)[O-])c1 | -1.1 | 1 | 90 | -1 | 5 | -6 | -1 | 5.6 | -0.2 | 0
CCOc1cc(/C=C2\SC(=N)N(c3nonc3N)C2=O)ccc1OCC(N)=O | -2.8 | 1 | 119 | -4 | 3 | -5 | -2 | 0.9 | -0.1 | 2
O=C(Cc1ccc(Cl)cc1)Nc1ccc(NC(=O)c2cccs2)cc1 | -0.4 | -2 | 91 | 2 | -2 | 11 | 7 | 0.9 | 0.0 | 2
O=C(CNC(=O)c1ccco1)Nc1ccc(Br)cc1 | 1.5 | 4 | 100 | -4 | -1 | 15 | -3 | 1.0 | -0.2 | -6
COc1ccc(N(C(=O)c2ccc(S(=O)(=O)N3CCOCC3)cc2)C2C=CS(=O)(=O)C2)cc1 (stereo unspecified) | 1.4 | -3 | 95 | -2 | -1 | 5 | 4 | -2.0 | -0.2 | 9
CCCCN1C(=O)NC(NC(=O)C2CC2)(C(F)(F)F)C1=O (stereo unspecified) | 2.5 | 3 | 89 | 1 | -2 | -6 | 5 | -0.3 | -0.2 | 9
Cc1cc(=O)[nH]c(SCC(=O)N2CCN(C(=O)c3ccco3)CC2)n1 | 1.3 | 1 | 93 | -1 | 3 | -3 | 13 | -0.3 | -0.1 | 4
COc1cccc(-c2nnn(CC(=O)N(CC(C)C)C3CCS(=O)(=O)C3)n2)c1 (stereo unspecified) | 2.4 | -1 | 103 | 3 | 2 | 8 | 1 | -0.1 | -0.1 | -1
O=C(CSc1ccccc1)Nc1nnc(C2CC2)s1 | -1.4 | 1 | 101 | 3 | 3 | 0 | 6 | -0.4 | 0.6 | -2
Cc1ccc(O)c(NC(=O)c2cc(-c3cccs3)on2)c1 | -3.6 | 8 | 166 | -4 | -12 | 1 | -5 | -0.5 | 0.0 | 10
CCOCCC(=O)Nc1ccc2c(c1)c(=O)n(C)n2CC=C(C)C | -1.2 | 9 | 91 | -2 | -2 | -2 | 0 | -1.2 | 1.5 | 9
COc1ccccc1NC(=O)CNc1ccc(F)c(Cl)c1 | -2.2 | 1 | 96 | -6 | -5 | 6 | 0 | 0.6 | 0.0 | 3
Cc1ccnc(NC(=O)/C=C/c2cccs2)c1 | -0.9 | -6 | 107 | -3 | -26 | -13 | 1 | -3.8 | -0.1 | 3
C=C1CC2C=C(NC(C)=O)CC(C1)C2 (stereo unspecified) | -1.1 | 3 | 105 | -1 | 1 | 18 | 2 | -1.8 | -0.1 | 1
COc1ccc(Cl)cc1C(=O)NC(C)C | -1.0 | 2 | 101 | 3 | 5 | -4 | 0 | -0.9 | -0.1 | 4

An excerpt from above with just ABCB6 inh MLPCN, N-glyco inh and Exocytosis inh.
compound,ABCB6 inh MLPCN,N-glyco inh,Exocytosis inh
C=C1CC2C=C(NC(C)=O)CC(C1)C2 (stereo unspecified),105,3,-1
COc1ccccc1NC(=O)CNc1ccc(F)c(Cl)c1,96,1,-6
CCOCCC(=O)Nc1ccc2c(c1)c(=O)n(C)n2CC=C(C)C,91,9,-2
COc1ccc(Cl)cc1C(=O)NC(C)C,101,2,3
COc1cccc(-c2nnn(CC(=O)N(CC(C)C)C3CCS(=O)(=O)C3)n2)c1 (stereo unspecified),103,-1,3
Cc1ccnc(NC(=O)/C=C/c2cccs2)c1,107,-6,-3
Cc1cc(=O)[nH]c(SCC(=O)N2CCN(C(=O)c3ccco3)CC2)n1,93,1,-1

Continuation:
SMILES | MC4R barr agon | N-glyco inh | ABCB6 inh MLPCN | Exocytosis inh | H9c2 protect | MC4R antag cAMP | HTR2A ag | iPSC survival up | aDG glyco up | ABHD5 PLIN5 PPI
CCO[C@H]1OC(C(=O)NC2CC2)=C[C@@H](c2csc3ccccc23)[C@@H]1CCCO | -2.0 | 1 | 89 | -2 | 3 | 7 | -3 | -2.0 | -0.2 | -2
COc1ccc(N/C(N)=N/c2nc(C)cc(C)n2)cc1 | -0.3 | 6 | 98 | -4 | -2 | -1 | -2 | -2.3 | 0.5 | -2
O=C(CNC(=O)c1ccco1)NCC(=O)OC(C(=O)c1ccccc1)c1ccc(Cl)cc1 (stereo unspecified) | 1.4 | 1 | 91 | 2 | -3 | 8 | 0 | 8.1 | 0.0 | 0
O=C(NCc1nnc2c3ccccc3c(-c3ccccc3)nn12)c1ccc(Cl)cc1 | -1.3 | -2 | 87 | -2 | 6 | 23 | 0 | -1.5 | 1.7 | -1
C=CCn1c(COc2ccccc2F)nnc1SCC(=O)c1c[nH]c2ccccc12 | 6.5 | -7 | 100 | 12 | -6 | 3 | -1 | -3.2 | 0.2 | -1

The order is random. About 4.5% of those tested had a hit in this group.
